# High-throughput results as filed in PubChem.
# M1 ag = activates human CHRM1 receptor. P11229. CHO-K1 hM1, Fluo-8 calcium fluorescence, agonist mode; 0% DMSO, 100% acetylcholine EC100. activation, % at 3 µM. 0.33% of 360,000 active. AID 588814;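 active = activation above the run's mean compound activation plus 3 SD, cut at about 16% in these data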;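 note: peak over basal fluorescence ratio within a 140 s kinetic read after compound addition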
# OXTR agonist = activates the human oxytocin receptor | CHO-OTR cells, Fluo-8 calcium fluorescence; normalized: DMSO 0%, oxytocin 100% | activation, % at 3 µM | P30559 | AID 2435 | 0.32% of 320,000 active;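 active = activation above the mean of all tested compounds plus 3 SD, cutoff set per screening run, cut at about 20% in these data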;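 note: peak over basal fluorescence ratio from a 100 s FLIPR kinetic read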
# Target sequence (P30559 whole entry, looked up): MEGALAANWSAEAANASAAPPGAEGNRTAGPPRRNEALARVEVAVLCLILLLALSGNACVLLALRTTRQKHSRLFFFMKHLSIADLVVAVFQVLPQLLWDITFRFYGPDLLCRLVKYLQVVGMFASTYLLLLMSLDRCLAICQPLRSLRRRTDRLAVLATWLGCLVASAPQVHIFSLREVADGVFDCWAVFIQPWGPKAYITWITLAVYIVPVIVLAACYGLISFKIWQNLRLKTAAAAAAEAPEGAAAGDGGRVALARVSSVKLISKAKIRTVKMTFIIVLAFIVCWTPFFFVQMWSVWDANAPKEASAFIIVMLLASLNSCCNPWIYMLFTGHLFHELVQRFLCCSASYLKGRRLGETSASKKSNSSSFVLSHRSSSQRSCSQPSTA
# V1R ag counter = counter-screen for oxytocin receptor agonists: human V1a receptor agonists; P37288; CHO-V1R cells, Fluo-8 calcium fluorescence, agonist mode; 0% DMSO, 100% 3 nM vasopressin; activation, % at 3 µM; 0.25% of 320,000 active; AID 2797;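 active = activation above the mean activation of all tested compounds plus 3 SD, per screening run, cut at about 20% in these data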;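 note: signal is peak over basal fluorescence ratio across a 100 second FLIPR read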
# Target sequence (P37288 whole entry, looked up): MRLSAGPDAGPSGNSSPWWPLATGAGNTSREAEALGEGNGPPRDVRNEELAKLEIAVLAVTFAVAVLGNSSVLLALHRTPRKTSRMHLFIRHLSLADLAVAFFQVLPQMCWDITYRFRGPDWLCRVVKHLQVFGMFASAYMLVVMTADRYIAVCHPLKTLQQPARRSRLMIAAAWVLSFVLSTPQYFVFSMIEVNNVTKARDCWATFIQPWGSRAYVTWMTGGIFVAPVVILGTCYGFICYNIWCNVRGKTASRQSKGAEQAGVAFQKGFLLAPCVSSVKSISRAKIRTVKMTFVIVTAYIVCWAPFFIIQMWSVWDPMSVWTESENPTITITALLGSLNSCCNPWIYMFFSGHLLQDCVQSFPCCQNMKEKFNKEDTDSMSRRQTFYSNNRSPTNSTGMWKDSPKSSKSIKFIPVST
# M1 PAM = potentiates human M1 receptor response to acetylcholine; activation, % at 3 µM; CHO-K1 hM1, Fluo-8 calcium fluorescence, ACh EC20; 0% = ACh EC20, 100% = maximal ACh; AID 588819; 0.088% of 360,000 active; P11229; in the data active = activation above about 19%, passing the limit was not always enough
# TAAR1 antag = antagonists of human TAAR1; CHO RD-HGA16 TAAR1, Fluo-8 calcium fluorescence, antagonist; inhibition, % at 3 µM; 1.5% of 360,000 active; AID 624466;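 active = inhibition above a per-plate cutoff, the mean inhibition of test compounds on that plate plus 3 SD, cut at about 49% in these data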;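 note: 0% = DMSO plus EC80 beta-PEA response and 100% = DMSO alone without agonist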
#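 Test system – hTAAR1-expressing CHO RD-HGA16 cells, Gα16-coupled · Reagent – β-PEA at EC80 concentration, post-compound challenge · Compound dosing – 3 µM, single point · Timing – 140 s kinetic read after compound, 140 s after agonist · Detection – Fluo-8 intracellular calcium dye fluorescence, real-time kinetic reads · Control set – DMSO and EC80 PEA controls · Repeats – n of 1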
# CHO parental Ca = counter-screen for OX1R antagonists: effect in parental CHO cells; parental CHO-K1, ATP-induced calcium, Fluo-8 fluorescence; inhibition, % at 5.6 µM; 0.63% of 330,000 active; AID 463079;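 active = inhibition above that plate's mean sample inhibition plus 3 SD, cut at about 26% in these data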;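 note: 0% = ATP-challenged DMSO wells and 100% = DMSO wells without ATP; some compounds past the cut are filed as inactive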
#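 Measured by: calcium-sensitive Fluo-8 fluorescence / Test system: CHO parental line / Controls: ATP-challenged DMSO wells low, unchallenged DMSO wells high / Measure: % inhibition / Compound: single nominal dose of 5.6 µM per compound / Replicates: single well per compound, no replicates / Reagent: ATP as calcium-mobilizing challenge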
# CHRM1 antagonist = human CHRM1 antagonism; P11229; CHO-K1 hM1, Fluo-8 calcium fluorescence, ACh EC80 antagonist; inhibition, % at 3 µM; 1.3% of 360,000 active;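 active = percent inhibition above its own plate's cutoff, namely the mean of that plate's compound wells plus 3 SD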;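 note: peak over basal fluorescence ratio during 140 s after agonist addition; 0% = ACh EC80 plus DMSO and 100% = DMSO alone without agonist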
# TAAR1 agonist = agonists of human TAAR1 | Q96RJ0 | activation, % at 3 µM | 0.99% of 360,000 active | CHO RD-HGA16 TAAR1, Fluo-8 calcium fluorescence; vehicle wells 0%, saturating PEA agonist 100%;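 active = activation above the mean activation of all test compounds in the run plus 3 SD, cut at about 38% in these data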
#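 System: CHO-derived RD-HGA16 cells with stable Gα16 and human TAAR1 / Times: 17-24 h plating, Fluo-8 75 min 37 °C, 30 min RT / Technique: calcium-sensitive Fluo-8 signal, excitation 470-495, emission 515-575 nm / Measure: % activation relative to PEA EC100 response / Benchmarks: DMSO and PEA EC100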
# OXTR potentiate = human OXTR potentiation; P30559; CHO-OTR cells, Fluo-8 calcium fluorescence, potentiator mode; 0% = oxytocin EC15, 100% = EC100; activation, % at 3 µM; 0.061% of 320,000 active;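 active = activation above that plate's cutoff, the mean activation of tested compounds plus 3 SD, cut at about 6.6% in these data, passing the limit was not always enough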;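 note: 100% uses oxytocin at 75 nM as the full agonist control; some results filed as inactive read as strong as hits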
#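 Assay system: CHO-OTR cells, human receptor / Also added: oxytocin at about EC15, sub-maximal agonist stimulus / Dosing: single dose, 3.0 µM nominal final compound concentration / Incubation: 6 min pre-incubation, 100 s read / Technique: Fluo-8 calcium dye fluorescence / Read-out: % activation vs EC15 and EC100 oxytocin / Benchmarks: EC15 oxytocin low, 75 nM oxytocin high / Replicates: singlicate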
# The depositor's hits bear a star; nt = no result given.
nr	structure	M1 ag	OXTR agonist	V1R ag counter	M1 PAM	TAAR1 antag	CHO parental Ca	CHRM1 antagonist	TAAR1 agonist	OXTR potentiate
1	O=C1c2cc3ccccc3c(-c3ccccc3)c2C(=O)N1c1ccccn1	-4	-1.6	-1.1	9	14	-31	-13	0	-6
2	COCCCNC(=O)c1ccc(NS(C)(=O)=O)cc1	-4	1.5	1.4	3	7	-11	-6	-1	-2
3	COc1ccc(NC(=O)CN(c2cccc(F)c2)S(C)(=O)=O)cc1OC	-2	-0.4	1.2	-2	-4	-8	0	4	0
4	CC(Nc1nc(-c2ccc(F)cc2)cs1)c1nc2cc(Cl)c(N3CCCCC3)cc2n1CCCO (stereo not drawn)	-9	-0.4	0.1	0	3	-27	2	2	1
5	CCc1nnc(NC(=O)c2ccc(-c3ccc(F)cc3)o2)s1	-4	-1.6	-0.4	1	-1	-15	0	-1	-6
6	Cc1ccc(S(=O)(=O)N(C)C)cc1NC(=S)N1CCc2ccccc21	-4	2.6	2.9	2	-7	-6	7	1	-16
7	CC(C)c1nc(SCC(=O)NCC2CCCO2)c2c(=O)n(C)c(=O)n(C)c2n1 (stereo not drawn)	-2	1.0	0.4	12	-7	-10	-19	1	1
8	CCCNC(=O)C1(C)CCCN(C(=O)C2(c3ccc(Cl)cc3)CCCC2)C1 (stereo not drawn)	-7	nt	nt	4	-32	nt	-5	4	nt
9	O=C1NC(Cc2ccccc2)c2nc3ccc(Cl)cc3c(=O)n2-c2cc3ccccc3cc21 (stereo not drawn)	-2	nt	nt	-3	-10	nt	-5	0	nt
10	Cc1nnc(SCc2cc(=O)[nH]c(/N=C(\N)Nc3ccccc3)n2)s1	-3	-0.2	0.2	1	-15	-11	8	36	1
11	O=C1CCC[C@@H]2C[C@@]3(C[C@@H]4CCN1[C@H]24)Nc1cc(Cl)c(Cl)cc1NC3=NCc1ccccc1	-5	nt	nt	3	12	nt	6	22	nt
12	O=[N+]([O-])c1cnn(-c2nc(-c3cccs3)cc(C(F)(F)F)n2)c1	-3	-1.2	-0.4	4	-18	-10	-4	-2	-1
13	CC1CCCN(c2oc(-c3cccc4ccccc34)nc2C#N)C1 (stereo not drawn)	0	0.2	0.5	8	10	0	-10	9	6
14	COC(=O)c1ccc(NC(=O)CSc2nnc(-c3ccccc3)n2C)cc1	-3	-0.1	-0.9	4	-4	-21	-25	13	-9
15	CCn1nc(NC(=O)c2ccncc2)c2cc3cc(C)ccc3nc21	-8	-1.2	0.5	4	-23	-19	-18	1	-2
16	CC1C=CCC2C(=O)N(c3cc(Cl)ccc3O)C(=O)C12 (stereo not drawn)	-3	1.1	0.0	1	-9	-3	2	6	1
17	CCN(CC)CCn1c2c(c(SCC(=O)Nc3cccc4ccccc34)nc1=O)CCCC2	-9	-1.9	-1.2	-3	-10	-24	6	0	-3
18	O=C(N=C1SC2CS(=O)(=O)CC2N1Cc1ccccc1)C1CCCCC1 (stereo not drawn)	-1	0.8	0.5	11	-38	-15	-18	0	0
19	COc1cccc(CN2CCN(C(=O)CCc3nnc(C4CCCCC4)o3)CC2=O)c1	-4	-0.4	-0.8	7	-17	-16	-13	-1	-1
20	CN(C(=O)c1cccc(NC(=O)Cc2ccc(NC(=O)C3CCN(C(=O)c4ccccc4)CC3)cc2)c1)C1CCCCC1	-4	nt	nt	16	-30	nt	-8	0	nt
21	CCc1cccc(-n2c(SCC(=O)c3c(N)n(C4CC4)c(=O)[nH]c3=O)nnc2N2CCOCC2)c1	1	nt	nt	10	-4	nt	-18	5	nt
22	Cn1cnnc1Sc1ccc(C(F)(F)F)cc1[N+](=O)[O-]	-6	-0.9	0.5	-3	-16	-19	11	5	-5
23	CCOc1ccc(S(=O)(=O)Nc2ccccc2C(=O)N/N=C/c2c(OC)ccc3ccccc23)cc1	-4	-0.7	0.3	-7	18	-6	13	1	-2
24	CN(C)S(=O)(=O)c1ccc(C(=O)NNC(=O)C2COc3ccccc3O2)cc1 (stereo not drawn)	-6	0.4	0.5	4	1	-1	-5	8	-12
25	Cc1ccc(NC(=O)CCC(=O)OCc2ccc(Br)cc2)cc1	-6	-1.4	1.1	-6	-4	-9	5	1	8
26	CCOc1cccc(CNCc2ccc(C(=O)O)cc2)c1	-5	-0.2	1.3	8	11	8	-4	6	-3
27	COc1cc(SC)ccc1C(=O)Nc1c(Cl)cncc1Cl	-11	-2.0	-1.6	6	-10	-19	0	0	1
28	CC(C)(C)N(Cc1ccccc1)C(=O)COC(=O)c1ccc(N2CCCC2=O)cc1	-1	2.7	1.9	1	-3	-12	-12	2	-6
29	Cc1c(CCC(=O)O)c(=O)oc2c(C)c(OCc3ccccc3Cl)ccc12	-1	0.7	0.7	2	-7	2	-3	2	-4
30	c1ccc(-c2ccccc2OCCCCN2CCCCCC2)cc1	-9	5.6	4.2	-26	3	-4	35*	15	-14
31	Cc1ccc(S(=O)(=O)/N=C2/NC(=O)/C(=C\c3ccco3)S2)cc1	-2	-0.7	0.1	7	-8	-19	0	6	-5
32	O=C1OC(Nc2ccc(F)cc2F)c2ccccc21 (stereo not drawn)	-1	0.4	0.9	-7	3	-5	12	2	-7
33	CCN(CC)C(=O)N1c2ccccc2C=Cc2ccccc21	-6	-2.7	-1.2	-2	11	-22	-7	10	-7
34	CCOC(=O)c1ccc(CSc2n[nH]c(C)n2)o1	-1	-0.6	1.2	2	-18	-3	-6	0	-10
35	COc1ccc(NC2CCCN(C(=O)CSc3ccccc3)C2)cc1 (stereo not drawn)	-4	0.3	1.2	5	1	-24	-7	0	-3
36	c1cn2c(Nc3ccc4c(c3)OCCO4)c(-c3ccc(N4CCOCC4)cc3)nc2cn1	-1	-0.3	0.4	16	-21	-20	-17	-3	0
37	O=C(CN1C(=O)S/C(=C\c2cccs2)C1=O)Nc1ccc(O)c(C(=O)O)c1	1	-1.3	0.0	-3	-43	7	-3	7	0
38	C=CCN1C(=O)c2ccccc2NC1c1cc(Br)cs1 (stereo not drawn)	-6	-0.5	1.2	8	-2	-15	-12	11	-6
39	COc1ccc(NC(=O)Cn2c([N+](=O)[O-])cnc2C)cc1Cl	-3	0.1	-0.6	3	-11	10	-1	6	4
40	CC(C)c1nc2sc3c(c2c(=O)o1)CCCC3	1	0.6	12	7	-6	-5	4	1	2
41	O=C(Oc1cncc(Cl)c1)c1ccco1	0	0.1	0.1	-2	-1	-7	14	-1	-1
42	CCc1nccn1S(=O)(=O)c1ccc(OC)c(C)c1C	-2	0.6	0.8	5	-2	-1	-9	-1	-2
43	Cc1csc(=O)n1CCC(=O)OCC(=O)NNC(=O)c1ccccc1	-1	1.2	-0.1	9	2	-5	-2	1	-4
44	CC(C)(C)OC(=O)C[C@@H]1C/C=C\C[C@H](CC(=O)N(CCO)Cc2ccccc2)C(=O)NC[C@H](c2ccccc2)OC1=O	-5	-0.7	-0.8	-1	26	-10	-2	13	-5
45	CN(Cc1ccon1)C(=O)CCc1nnc(CCCCc2ccccc2)o1	-1	1.4	0.6	12	-10	-12	-9	2	-3
46	COc1ccc(Cn2cnc3c(N)c(C)c(C)cc32)cc1	-5	2.8	2.3	-1	-7	-14	2	6	1
47	O=C(CNC(=S)N(Cc1ccccc1)Cc1ccccc1F)NCCc1ccc(Cl)cc1	-1	0.8	3.1	1	14	-14	3	4	-9
48	CC(C)(C)NC(=O)CSc1nc2[nH]ncc2c(=O)[nH]1	-3	0.0	-0.7	9	4	-9	-8	6	-10

# 2 successive records out of the list so far, for reference:
nr	structure	M1 ag	OXTR agonist	V1R ag counter	M1 PAM	TAAR1 antag	CHO parental Ca	CHRM1 antagonist	TAAR1 agonist	OXTR potentiate
37	O=C(CN1C(=O)S/C(=C\c2cccs2)C1=O)Nc1ccc(O)c(C(=O)O)c1	1	-1.3	0.0	-3	-43	7	-3	7	0
38	C=CCN1C(=O)c2ccccc2NC1c1cc(Br)cs1 (stereo not drawn)	-6	-0.5	1.2	8	-2	-15	-12	11	-6

# Continued:
nr	structure	M1 ag	OXTR agonist	V1R ag counter	M1 PAM	TAAR1 antag	CHO parental Ca	CHRM1 antagonist	TAAR1 agonist	OXTR potentiate
49	CC1(C)Oc2ccc3ccc(=O)oc3c2C[C@H]1O	-4	-0.1	-0.6	2	12	-3	-5	2	-3
50	COc1cc(NC(C)=O)ccc1-c1cc2ccccc2oc1=O	-6	1.2	1.2	4	12	-10	-2	1	-3
51	Cc1cccc(N/C(N)=N/c2nc(C(F)(F)F)cc(=O)[nH]2)c1C	-3	2.3	1.1	4	-2	7	-1	6	1
52	CC1(C(=O)NS(=O)(=O)c2ccccc2Cl)CCN1C(=O)c1ccccc1CCc1ccccc1 (stereo not drawn)	-6	nt	nt	0	-8	nt	0	3	nt
53	CC(C)[C@H](NC(=O)[C@@H]1CSC2c3ccccc3C(=O)N21)C(=O)NC1CCCC1 (stereo partly drawn)	-1	-1.1	-0.2	0	-27	-24	5	1	0
54	CC1CCN(S(=O)(=O)c2ccc(NC(=O)C3CC3)cc2)CC1	4	3.3	5.2	5	1	-3	-9	8	-12
55	CC1(C)CC(C)(c2ccc(O)cc2O)N(c2ccc3ccccc3c2)C(=S)N1 (stereo not drawn)	-4	-0.6	0.4	0	8	-14	0	6	-6
56	O=C(NCc1ccco1)C1Cc2ccccc2CN1C(=O)c1ccco1 (stereo not drawn)	-4	-0.2	-0.7	5	4	-12	-2	0	-2
57	CN(C)c1nc(=NCc2ccco2)ss1	1	0.7	6.6	9	nt	-2	-19	nt	8
58	COc1ccccc1/C=C\C=N\n1c(-c2ccc(Cl)cc2)n[nH]c1=S	-5	-1.4	-0.2	7	-11	-12	-10	1	-4
59	CCCCCCn1c2c(c(=N)c3c1CCC3)CCC2	-13	0.2	0.6	3	3	5	4	14	-3
60	Clc1ccc(SCCCCN2CCNCC2)cc1	-10	10	4.5	-8	19	17	2	7	-3
61	Fc1ccc(Cn2c(SCc3ccc(F)c(C(F)(F)F)c3)nnc2C(F)(F)F)cc1	2	0.2	2.4	-7	-4	-25	-3	3	-7
62	Cc1cc(NCCO)c2cc(O)ccc2n1	-10	1.5	0.3	2	-9	2	-4	3	-1
63	COc1ccc(/C=C2/SC(=O)N(CCC(=O)Nc3ccc(C)cc3)C2=O)cc1OC	nt	0.2	0.3	nt	-14	-12	nt	-2	-9
64	CC1CC(C)CN(C(=O)Cn2c(=O)c3cccn3c3cccnc32)C1 (stereo not drawn)	-1	0.4	1.3	10	-8	-12	-8	1	-4

# This is a random part of the collection; 3.7% or so of the library scored in one or more.
